PPARg SRC-3 ag: PPARgamma agonists recruiting SRC-3 coactivator, primary screen, biochemical; activation, % at 8 µM; biochemical PPARgamma/SRC-3 coactivator recruitment assay; AID 731, 2007; 200,000 compounds, 0.26% hits; in the data active = activation above about 23%;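 also: 0% = DMSO and 100% = reference agonist; some compounds past the cut are filed as inactive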
L major viab: Leishmania major promastigote growth inhibition, primary screen | inhibition, % at 10 µM | Leishmania major promastigotes, resazurin fluorescence viability | 200,000 compounds, 9% hits; in the data active = inhibition above about 50%;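 also: promastigotes grown with compound for 44 hours at 28 °C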
HMGR II inh: inhibitors of E. faecalis class II HMGR, primary screen, biochemical, Enterococcus faecalis; HMG-CoA reductase (Enterococcus faecalis, mvaE); purified E. faecalis HMGR, NADPH absorbance 340 nm kinetic; inhibition, % at 10 µM; 190,000 compounds, 0.41% hits; AID 1066, 2008;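 active = inhibition above a set limit, the median over all tested compounds plus 3 SD, cut at about 9.5% in these data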;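 also: enzyme runs in reverse so mevalonate oxidation gives rising NADPH absorbance; 0% = complete reaction with DMSO and 100% = background rate lacking mevalonate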
S1P3 antagonist: S1P3 receptor antagonists, primary screen, cell-based. inhibition, % at 4.98 µM. CHO S1P3 NFAT-BLA reporter, FRET fluorescence, antagonist mode. 170,000 compounds, 0.27% hits. Sphingosine 1-phosphate receptor 3 (Homo sapiens), Q99500;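 active = inhibition above the plate cutoff, the mean inhibition of test wells on that plate plus 3 SD, cut at about 28% in these data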;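 also: cells challenged with S1P at its EC80 of 0.8 µM; blue over green emission ratio from cleaved BLA substrate after 4 h stimulation; 0% = S1P-stimulated wells and 100% = unstimulated DMSO-only wells; some compounds past the cut are filed as inactive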
Target sequence (Q99500 whole entry, looked up): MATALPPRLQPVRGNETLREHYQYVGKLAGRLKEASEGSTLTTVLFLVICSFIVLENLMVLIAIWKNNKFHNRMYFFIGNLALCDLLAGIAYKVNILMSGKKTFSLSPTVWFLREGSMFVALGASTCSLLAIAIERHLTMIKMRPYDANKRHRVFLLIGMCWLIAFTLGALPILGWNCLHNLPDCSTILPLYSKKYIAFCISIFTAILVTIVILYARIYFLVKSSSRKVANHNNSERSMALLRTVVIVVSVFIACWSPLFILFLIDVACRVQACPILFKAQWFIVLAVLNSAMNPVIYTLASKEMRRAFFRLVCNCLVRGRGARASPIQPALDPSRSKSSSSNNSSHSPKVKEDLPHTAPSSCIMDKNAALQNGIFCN
bIAP inhibitor: bovine intestinal alkaline phosphatase inhibitors, primary screen, selectivity assay for TNAP inhibitor project, biochemical, bovine IAP, CDP-star luminescence. alkaline phosphatase, intestinal [Bos taurus]. purified bovine IAP, 30 min. inhibition, % at 20 µM. 190,000 tested, under 10 active. AID 1019, 2008;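 active = over 50% inhibition of intestinal alkaline phosphatase at 20 µM in the single-dose screen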
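System: Purified bovine intestinal alkaline phosphatase (IAP) enzyme | Input: IAP diluted 1/65,000,000 in the well | Also added: CDP-star chemiluminescent phosphatase substrate, 30 µM final | Dosing: 20 µM single dose | Times: Enzyme reaction for 30 min at room temperature | Detection: Luminescence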
RAM inhibit: inhibitors of the yeast RAM network, primary screen, dse1pr::URA3 reporter, 5-FOA selection | S. cerevisiae dse1pr::URA3 reporter, 5-FOA growth OD615, 2 d; analog-sensitive cbk1-as2 kinase mutant strain | inhibition, % at 50 µM | 190,000 compounds, 1.8% hits | AID 868, 2007;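 active = inhibition above a set limit, 3 SD over mean compound inhibition, cut at about 8.4% in these data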;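 also: 0% = DMSO-only wells with no growth and 100% = 10 µM 1-NA-PP1 full growth; inhibition rescues growth on 5-FOA so higher OD means more RAM inhibition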
PPARg SRC2 recr: agonists of PPARg-SRC-2 recruitment, primary screen, biochemical, HTS | Peroxisome proliferator-activated receptor gamma (Homo sapiens), P37231 | 200,000 compounds, 0.34% hits | AID 1032, 2008 | activation, % at 8 µM | PPARgamma LBD-SRC-2 recruitment; in the data active = activation above about 22%;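 also: 0% = vehicle and 100% = reference agonist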
PPARg SRC-1 ag: PPARgamma agonists recruiting SRC-1 coactivator, primary screen, biochemical. AID 631, 2007. PPARgamma-SRC-1 coactivator recruitment biochemical assay. activation, % at 8 µM. Peroxisome proliferator-activated receptor gamma (Homo sapiens), P37231. 200,000 compounds, 0.41% hits; in the data active = activation above about 19%;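 also: 0% = DMSO and 100% = reference agonist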
TR-FRET SRC-2 ct: TR-FRET signal artefacts, primary screen, artefact control for PPARgamma SRC-2 agonist project, biochemical | TR-FRET artefact counter-screen; active compounds read high | TR-FRET ratio at 8 µM | 200,000 compounds, 0.4% hits; in the data active = TR-FRET ratio above about 2000; also: inactives centre near 1500
Redox H2O2 prof: compounds producing H2O2 with reducing agent – biochemical, NIH compound library profiling, artefact control for MLSCN library redox annotation, primary screen; DTT-dependent redox cycling H2O2, phenol red/HRP absorbance; 100% = 100 µM peroxide control, 0% = buffer; activation, % at 10 µM; 200,000 compounds, 0.03% hits; AID 878, 2007;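 active = activation of at least 50% relative to the plate's high and low controls in the primary single-dose screen; inactive = activation below 50%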;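 also: compound incubated with DTT at 0.8 mM final as the reducing agent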
ROMK mod: ROMK potassium channel modulators, primary screen, cell-based, thallium flux, MLSMR library. 130,000 compounds, 2% hits. AID 1918, 2009. B-score at 10 µM. ATP-sensitive inward rectifier potassium channel 1 (Homo sapiens), P48048. Tet-inducible ROMK, thallium flux fluorescence; actives lie on both sides;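 active = signal ratio slope over the read window, or its plate-corrected B-score, at least 3 SD from the plate mean, either direction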;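 also: B-score of the F/F0 ratio slope over 7 to 12 s after thallium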
Target sequence (P48048 whole entry, looked up): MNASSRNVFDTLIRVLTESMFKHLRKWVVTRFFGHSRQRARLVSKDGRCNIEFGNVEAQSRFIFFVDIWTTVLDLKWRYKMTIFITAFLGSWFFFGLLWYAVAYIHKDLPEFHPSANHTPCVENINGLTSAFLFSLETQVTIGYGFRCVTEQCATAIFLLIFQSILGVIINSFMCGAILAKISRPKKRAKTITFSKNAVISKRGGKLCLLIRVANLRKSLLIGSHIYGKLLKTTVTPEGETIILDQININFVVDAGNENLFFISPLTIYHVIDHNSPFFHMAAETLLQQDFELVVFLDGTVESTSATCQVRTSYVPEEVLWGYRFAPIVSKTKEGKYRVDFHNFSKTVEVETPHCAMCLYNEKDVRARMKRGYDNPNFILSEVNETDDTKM
Starred values were filed as active, the others as inactive; / = no result given.

mol,PPARg SRC-3 ag,L major viab,HMGR II inh,S1P3 antagonist,bIAP inhibitor,RAM inhibit,PPARg SRC2 recr,PPARg SRC-1 ag,TR-FRET SRC-2 ct,Redox H2O2 prof,ROMK mod
C#CCOCCOCCOCCNc1nc(N2CCN(C(=O)[C@H](CCC(=O)O)n3cc(C(N)Cc4ccc(O)cc4)nn3)CC2)nc(N2CCN(C(=O)[C@H](CCC(=O)O)n3cc(C(N)[C@H](C)CC)nn3)CC2)n1 (stereo partly drawn),-2.3,-3.6,-6.0,-1.3,-3.5,-1.0,-7.8,-7.9,1482,0.6,/
CN(CC(=O)N1CCN(c2ncccn2)CC1)S(=O)(=O)c1ccc(Cl)cc1,1.7,-13.0,-1.3,9.9,-6.5,-0.2,10.3,-11.6,1559,-0.4,1.7
CCOC(=O)c1c(C)[nH]c(C(=O)OCC(=O)Nc2cc(C)ccc2OC)c1C,-7.4,1.1,-4.1,-0.1,18.1,1.6,-0.7,1.4,1422,-0.4,0.0028
Cc1nc(NCc2ccco2)[nH]c(=O)c1CCC(C)C,-7.7,14.7,2.4,-26.0,35.2,1.3,0.6,-4.1,1601,2.6,/
CCOC(=O)CSCC(=O)Nc1c(C(=O)C2CC2)oc2ccccc12,-1.6,-3.5,-4.3,/,9.2,-0.4,0.9,1.8,1449,2.0,/
CCOC(=O)c1nc(C)n(-c2cc(OC)c(Cl)cc2Cl)n1,1.7,-9.1,1.9,-2.8,-8.4,1.2,6.8,0.8,1786,-0.6,-0.05
COc1ccc(-c2csc3nc(-c4ccccc4F)oc(=O)c23)cc1OC,2.0,13.5,/,/,0.4,3.8,10.2,-1.2,1569,-4.6,/
O=C(COC(=O)C12CC3CC(CC(O)(C3)C1)C2)NCCc1ccc(Cl)cc1,-0.1,-5.2,-2.7,-23.4,2.7,1.1,8.1,4.0,1442,-0.2,-1.11
CC(=O)Nc1c(C(=O)NCc2ccccc2)nnn1Cc1ccccc1,0.9,-5.2,-4.5,10.0,9.5,-0.7,-10.0,8.5,1653,0.5,0.975
Cc1c(C(=O)OC2CCC(C)CC2)[nH]c2c1C(=O)CCC2 (stereo not drawn),20.7,18.6,0.2,19.2,12.3,5.6,5.8,6.2,1640,-0.8,/
CNC(=S)Nc1ccc([N+](=O)[O-])c(C)c1,9.6,3.1,-2.6,-15.2,7.9,0.4,7.3,2.8,1651,-0.8,-0.107
Cc1cc(=O)oc2cc(OCC(=O)NCc3ccccn3)ccc12,3.2,2.5,-0.9,/,4.2,1.5,1.1,-1.6,1716,1.9,/
COc1ccc(C2CC(=O)c3cnc(N4CCc5ccccc54)nc3C2)c(OC)c1 (stereo not drawn),2.7,-0.5,1.6,-26.2,-11.6,2.9,-2.7,-3.6,1605,-0.3,-0.101
Cc1ccc(-c2ccnc3nc(Sc4ncc(C(F)(F)F)cc4Cl)nn23)cc1,13.8,0.3,-6.1,/,4.0,1.0,1.5,2.9,1521,-4.9,0.68
Nc1nnc(CC(=O)N/N=C/c2ccc(-c3ccccc3)o2)s1,-4.3,-7.2,1.5,20.3,24.6,1.1,3.4,-3.3,1815,0.3,/

Reformatted: results already given.
Below each SMILES – PPARg SRC-3 ag | L major viab | HMGR II inh | S1P3 antagonist | bIAP inhibitor | RAM inhibit | PPARg SRC2 recr | PPARg SRC-1 ag | TR-FRET SRC-2 ct | Redox H2O2 prof | ROMK mod
- COc1ccc(C2CC(=O)c3cnc(N4CCc5ccccc54)nc3C2)c(OC)c1 (stereo not drawn)
    2.7 | -0.5 | 1.6 | -26.2 | -11.6 | 2.9 | -2.7 | -3.6 | 1605 | -0.3 | -0.101
- Cc1ccc(-c2ccnc3nc(Sc4ncc(C(F)(F)F)cc4Cl)nn23)cc1
    13.8 | 0.3 | -6.1 | / | 4.0 | 1.0 | 1.5 | 2.9 | 1521 | -4.9 | 0.68

(listing goes on)
mol,PPARg SRC-3 ag,L major viab,HMGR II inh,S1P3 antagonist,bIAP inhibitor,RAM inhibit,PPARg SRC2 recr,PPARg SRC-1 ag,TR-FRET SRC-2 ct,Redox H2O2 prof,ROMK mod
CC1(C)OC(=O)C(=CNc2ccccc2F)C(=O)O1,3.3,-4.4,-2.1,-4.7,9.1,0.7,-1.1,-0.3,1344,0.2,/
CCCNC(=O)NC(=O)COC(=O)CC(NC(N)=O)c1ccc(Cl)cc1 (stereo not drawn),0.6,56.2*,-6.1,-1.4,7.6,1.8,-2.7,6.0,1608,-0.2,/
CC(=O)N(Cc1ccc(F)cc1)C1=C(NCCc2ccccc2)C(=O)c2ccccc2C1=O,-7.6,100.2*,-2.8,/,39.4,8.1,-0.7,1.0,1309,0.1,-2.94
COc1ccc(-c2cn3c(C)c(C(=O)N4CCN(c5ccc(F)cc5)CC4)sc3n2)cc1,-4.9,3.5,-4.0,-18.8,5.2,7.6,-2.6,0.1,1549,-1.3,/
O=C(CN1CCN(S(=O)(=O)c2ccccc2)CC1)Nc1ccc2c(c1)CCC2,4.5,3.4,-0.9,-3.3,-17.8,-0.6,-4.5,2.8,1381,-0.2,-0.283
O=C(CN1CCOCC1)Nc1scc(-c2ccccc2)c1C(=O)N1CCOCC1,-3.0,-1.8,-5.2,-13.4,-3.4,0.0,-2.4,-2.1,1413,1.3,/
CCCNC(=O)OC[C@H]1O[C@H](CCO/N=C/[C@@H](NS(=O)(=O)c2ccc(C)cc2)[C@H](C)/C=C/CC(=O)OC)C=C[C@@H]1Oc1ccc(OC)cc1,2.9,15.8,5.7,1.1,-7.7,14.8*,-9.0,4.3,1431,0.1,-3.35
COc1ccc(-c2nn(-c3ccccc3)cc2/C=N/NC(=O)c2cccc(S(=O)(=O)Nc3ccccc3Cl)c2)cc1,-1.6,81.3*,-1.8,-7.6,10.5,2.1,8.7,-7.5,1479,-0.3,/
O=C(NCC1CCCO1)/C(=C\c1ccccc1)NC(=O)c1ccccc1 (stereo not drawn),-0.3,-3.6,-6.2,-3.3,-1.1,1.1,-0.3,-1.1,1664,-0.5,-0.0895
COc1cc(OC)cc(C(=O)Nc2nnc(NC(=S)Nc3ccccc3)s2)c1,6.1,54.6*,-1.6,-12.8,-2.6,4.3,14.0,3.6,1657,-0.1,0.687
CC(C)=C1C2CCC1C(C(=O)Nc1sc(C)c(-c3ccc(C(C)C)cc3)c1C(N)=O)C2C(=O)O (stereo not drawn),2.8,31.5,-0.1,1.1,0.7,4.4,1.1,6.5,1614,-0.1,0.27
COc1ccc(NC(=O)CSC2CCCCC2)cc1,-2.5,5.8,2.3,-3.2,15.6,-0.5,3.3,-3.2,1596,2.2,/
CCc1nnc(NC(=O)c2sc3nc(C)cc(COC)c3c2N)s1,-5.8,-4.5,-2.2,-11.7,0.0,1.2,7.5,-1.6,1641,0.0,/
O=C(O)CCC(=O)Nc1ccc(Sc2ccc([N+](=O)[O-])cc2)cc1,-1.2,50.5*,-2.5,-6.9,18.6,0.7,-2.6,-4.2,1554,4.6,0.196
Cc1ccc(-c2csc3nc4c5ccccc5c(NCCCN5CCOCC5)nn4c(=O)c23)cc1,3.5,100.6*,-3.9,-18.6,-10.9,-1.3,2.0,11.2,1497,0.4,0.299
COc1ccc(CC(=O)Nc2ccc(S(=O)(=O)N(C)C)cc2)cc1OC,0.2,-2.9,-2.2,/,7.5,-0.5,4.6,3.6,1542,-3.6,/
COc1ccc(-c2cc(-c3ccccc3)c(C#N)c(SCC(=O)Nc3ncc(C)s3)n2)cc1,7.5,36.0,-2.5,-22.0,-7.1,5.6,6.4,3.2,1634,0.4,/
O=C(Nc1ccc(C(=O)N2CCCC2)cc1)c1ccccc1[N+](=O)[O-],0.3,-3.0,0.8,-6.0,4.5,0.0,0.8,-5.0,1341,0.0,0.758
Cc1cc(N/N=C/c2ccc(O)cc2O)nc(-n2nc(C)cc2C)n1,-7.0,100.3*,-14.3,24.9,-22.4,0.8,-3.6,0.7,1495,0.7,/
O=C1NC(=S)/C(=C\c2ccc(-c3ccccc3Cl)o2)S1,5.2,10.8,2.4,-1.2,0.0,2.2,-4.0,10.3,1618,0.4,-0.00177
COc1ccc(C(=O)N2CCC(n3nnc4cc(F)ccc43)CC2)cc1OC,-1.1,10.3,-3.2,-1.7,-17.7,1.1,5.7,-2.1,1456,-1.8,0.224
CNC(=O)/C(C#N)=C/c1c(N(Cc2ccccc2)Cc2ccccc2)nc2c(C)cccn2c1=O,18.9,72.0*,-6.2,-16.6,23.4,7.2,4.7,17.7,1695,1.1,/
CCc1ccccc1NC(=O)c1cccc(Oc2ccc([N+](=O)[O-])cc2Cl)c1,1.3,12.9,-12.2,3.0,23.0,4.7,2.3,-1.3,1631,1.7,0.0403
COc1cc(/C=N/O)cc(Br)c1OS(=O)(=O)c1ccc(C)cc1,-10.3,4.5,-5.2,/,23.0,4.6,4.2,8.9,1617,0.9,/
CC(=O)Nc1ccc(Oc2ccc(-c3noc(C)n3)cc2)cc1,-0.1,-7.6,-7.4,/,-4.4,0.9,-2.3,-1.1,1591,-0.4,-0.083
Cc1ccc(CNC(=O)CSc2nc3n[nH]c(C)c3c(=N)n2-c2cccc(C)c2)cc1,3.2,2.6,0.4,/,-56.1,-0.2,1.4,-0.5,1494,0.3,-0.2
CCCn1c(SCC(=O)N2CCc3ccccc32)nnc1-c1ccncc1,-6.3,-4.0,-1.1,/,-3.6,0.9,1.0,7.4,1579,0.1,-0.322
CCC(C)NC(=O)CSc1nc2ccc(N3CCOCC3)cc2c(=O)n1CCc1ccccc1 (stereo not drawn),2.2,-5.7,-6.3,/,0.2,1.7,-5.5,-3.8,1612,-0.4,0.503
CC(=O)C1(C)N(O)C(C)(C)C(c2ccco2)=[N+]1[O-] (stereo not drawn),14.6,-8.4,1.8,/,8.2,0.9,6.9,2.2,1476,-3.4,/
COc1ccc(CNC(=O)Nc2cccc(C(F)(F)F)c2)cc1OC,-0.5,6.2,2.2,-13.1,-2.8,4.2,4.6,2.5,1611,0.1,0.518
CCOC(=O)Cc1csc(NS(=O)(=O)c2ccc(Cl)cc2)n1,0.3,50.4*,-3.6,-4.9,11.4,-0.7,-1.1,2.9,1597,-0.6,-0.894

Bioassay records from PubChem BioAssay.

Rows are unselected. Share with any hit: about 13%.
